sPLA2-III inh: Blocks human group III sPLA2 activity | 370,000 compounds, 0.56% hits | inhibition, % at 12.2 µM | Q9NZ20 | QFRET BODIPY PC-A2 liposome hydrolysis, fluorescence;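 active = inhibition above mean plus 3 SD of compounds lying within the high and low control bounds, cut at about 19% in these data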;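 also: 0% = median of test compound wells and 100% = no enzyme DMSO wells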
Target sequence (Q9NZ20 whole entry, looked up): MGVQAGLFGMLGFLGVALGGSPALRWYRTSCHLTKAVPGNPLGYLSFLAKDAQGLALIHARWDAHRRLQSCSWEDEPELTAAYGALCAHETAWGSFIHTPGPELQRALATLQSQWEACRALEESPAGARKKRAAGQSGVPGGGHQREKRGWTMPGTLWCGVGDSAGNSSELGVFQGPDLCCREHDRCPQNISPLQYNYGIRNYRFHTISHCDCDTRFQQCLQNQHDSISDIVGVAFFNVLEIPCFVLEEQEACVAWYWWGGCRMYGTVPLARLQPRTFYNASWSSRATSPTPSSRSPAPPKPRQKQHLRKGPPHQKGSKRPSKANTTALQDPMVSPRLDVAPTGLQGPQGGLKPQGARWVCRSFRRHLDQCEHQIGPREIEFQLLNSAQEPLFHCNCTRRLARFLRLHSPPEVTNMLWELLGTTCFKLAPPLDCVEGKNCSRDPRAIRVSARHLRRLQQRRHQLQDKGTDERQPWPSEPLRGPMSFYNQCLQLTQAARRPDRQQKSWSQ
hcDAF-12 act: activators of H. contortus DAF-12 nuclear receptor | HEK293 hcDAF-12 lit1-tk-luc reporter, luminescence; 0% DMSO, 100% Δ7-dafachronic acid | activation, % at 6.8 µM | 370,000 compounds, 1.4% hits;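 active = activation above the mean of all tested compounds plus 3 SD, cut at about 5.5% in these data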;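 also: 100% = response to 3 µM Δ7-dafachronic acid high control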
DAX1 inh-1: inhibitors of human orphan nuclear receptor DAX1 (NR0B1); AID 504766; HEK293 Gal4-DAX1 luciferase reporter, luminescence; 340,000 compounds, 0.99% hits; inhibition, % at 6.75 µM;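 active = inhibition above the mean over all tested compounds plus 3 SD, cut at about 4.2% in these data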;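 also: 0% = DAX1-transfected cells with DMSO and 100% = empty-vector control cells with DMSO; inhibition shows as a rise in luminescence from relieved DAX1 repression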
ADAM10 inh: inhibits human ADAM10; O14672; recombinant ADAM10, EDANS/DABCYL FRET peptide cleavage, 3 h; inhibition, % at 7 µM; 370,000 compounds, 0.62% hits;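 active = inhibition above a per-campaign cutoff equal to the mean of compounds falling between control-based bounds plus 3 SD, cut at about 20% in these data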;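 also: 0% = DMSO wells while the 100% control is not disclosed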
hgDAF12 agonist: activates the H. glycines DAF-12 receptor ligand-binding domain. HEK293 GAL4-hgDAF12 UAS-luciferase reporter, agonist luminescence; normalized to butyrate control. activation, % at 6.8 µM. 370,000 compounds, 1.8% hits. AID 687014;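 active = activation above a cutoff set at the mean of all screened compounds plus 3 SD, cut at about 10% in these data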;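 also: 0% = DMSO wells and 100% = sodium butyrate wells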
PLCb3 inh: blocks human PLC-beta3 enzyme activity. Q01970. Purified PLC-beta3, fluorogenic substrate, fluorescence. inhibition, % at 12.2 µM. 370,000 compounds, 0.18% hits; in the data active = inhibition above about 11%;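 also: 0% = median of compound wells on plate and 100% = full blocker control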
ADAM17 inh: inhibitors of human ADAM17; 370,000 compounds, 0.83% hits; recombinant ADAM17, EDANS/DABCYL FRET peptide cleavage; P78536; inhibition, % at 6.95 µM;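 active = inhibition above the mean of compounds lying between control limits plus 3 SD, set per campaign, cut at about 8.5% in these data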;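 also: 0% = DMSO-only wells as the low control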
Target sequence (P78536 215-824 limits assumed): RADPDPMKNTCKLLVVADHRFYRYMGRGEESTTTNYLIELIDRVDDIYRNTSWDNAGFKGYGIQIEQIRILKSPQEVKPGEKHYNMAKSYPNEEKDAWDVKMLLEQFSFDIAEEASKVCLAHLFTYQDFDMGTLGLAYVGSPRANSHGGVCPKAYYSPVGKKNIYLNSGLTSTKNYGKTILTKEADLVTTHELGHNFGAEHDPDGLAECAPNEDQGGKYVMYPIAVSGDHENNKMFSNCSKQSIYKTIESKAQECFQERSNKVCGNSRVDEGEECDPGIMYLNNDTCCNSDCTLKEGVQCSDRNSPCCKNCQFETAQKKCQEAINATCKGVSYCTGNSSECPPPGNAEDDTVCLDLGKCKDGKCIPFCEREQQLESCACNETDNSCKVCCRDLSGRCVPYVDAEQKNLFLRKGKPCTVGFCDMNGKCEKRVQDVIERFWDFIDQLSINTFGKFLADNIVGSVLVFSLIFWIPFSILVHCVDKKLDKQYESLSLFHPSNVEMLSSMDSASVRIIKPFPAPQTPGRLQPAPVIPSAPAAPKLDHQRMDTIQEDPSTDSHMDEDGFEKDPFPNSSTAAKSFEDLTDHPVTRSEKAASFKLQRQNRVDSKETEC
ssDAF12 agonist: S. stercoralis DAF-12 activation, primary screen. 370,000 compounds, 1% hits. HEK293 ssDAF-12/GRIP1 lit1-tk-luc reporter, luminescence; % of 3 µM dafachronic acid response. activation, % at 6.8 µM;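 active = activation above the mean over all tested compounds plus 3 SD, cut at about 0.9% in these data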;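 also: 0% = DMSO-only wells and 100% = 3 µM delta7-dafachronic acid wells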
FXN GAA850 act: increases GAA850 frataxin promoter reporter activity; HEK293 lucGAA850 FXN promoter luciferase reporter, 24 h; percent of 10 µM SAHA response; activation, % at 6 µM; 360,000 compounds, 0.56% hits; AID 540364;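 active = activation above the average of all compounds screened plus 3 SD, cutoff fixed separately per campaign, cut at about 7.5% in these data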;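 also: 0% = DMSO wells and 100% = 10 µM SAHA wells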
PLCg1 inh: PLC-gamma1 (human) inhibition, primary screen; P19174; purified PLC-gamma1, fluorogenic substrate, fluorescence; inhibition, % at 12.2 µM; 370,000 compounds, 0.84% hits; AID 720700; in the data active = inhibition above about 9.5%
DAX1 inh-2: DAX1 (NR0B1) inhibition, primary screen; inhibition, % at 6.8 µM; AID 652010; HEK293T StAR-luciferase reporter, SF-1/DAX-1 repression relief; 370,000 compounds, 1.1% hits;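 active = inhibition above the mean over all tested compounds plus 3 SD, cut at about 3.6% in these data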;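 also: 0% = DAX-1 cells with DMSO and 100% = cells lacking DAX-1 with DMSO; higher inhibition means more luminescence from relief of DAX-1 repression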
Numbers without * were called inactive; i = inactive; nt = no result given.

SMILES | sPLA2-III inh | hcDAF-12 act | DAX1 inh-1 | ADAM10 inh | hgDAF12 agonist | PLCb3 inh | ADAM17 inh | ssDAF12 agonist | FXN GAA850 act | PLCg1 inh | DAX1 inh-2
Cc1ccc2cccc(NC3OC(=O)c4ccccc43)c2n1 (configuration not stated) | 11.5 | 2.5 | 0.2 | -0.5 | -0.9 | -1.3 | -3.5 | -1.2 | 2.2 | -4.2 | 0.0
Cc1ccc(NC(=O)CC(C)N2CCCC2)cc1 (configuration not stated) | 4.6 | -0.7 | 0.3 | 4.2 | 0.9 | 2.8 | -3.0 | -0.9 | -0.9 | 1.9 | 1.2
CC(=O)N1c2ccc(S(=O)(=O)NC(CC(=O)O)c3ccc(Br)cc3)cc2CC1C (configuration not stated) | 2.9 | -0.8 | -0.4 | -1.8 | -2.0 | -15.0 | -6.2 | -1.0 | 1.0 | -1.1 | 0.1
Cc1ccc(NC(=S)NNC(=O)c2c(Cl)c(C)nn2C)cc1 | -0.1 | -0.2 | -2.1 | 0.7 | -0.9 | 2.4 | 0.6 | -0.6 | -0.3 | -1.2 | -1.0
CCOC(=O)CCCCCC(=O)Nc1ccc2c(c1)C(=O)N([C@@H](C)CO)C[C@H](C)[C@H](CN(C)C(=O)NC(C)C)OCCCC[C@H](C)O2 | 0.1 | 2.0 | 3.4 | -6.7 | 2.1 | 3.3 | 1.4 | -0.6 | -0.4 | -2.9 | -0.1
Cc1ccsc1/C=N/NC(=O)Cn1cnc2ccccc21 | -11.5 | 0.1 | 0.1 | 6.4 | -3.5 | 1.3 | 1.1 | -0.9 | -0.7 | 2.3 | -1.1
O=C(O)/C=C/C(=O)NC1CCCCCCCCCCC1 | 3.7 | 2.3 | 2.6 | -4.6 | 2.4 | -4.7 | -2.8 | -1.5 | 1.7 | 0.8 | 0.7
Cc1ccc(-n2nnc3c(=O)n(CC(=O)NCc4ccccc4)cnc32)cc1 | 11.5 | -0.1 | 0.4 | -1.3 | 2.8 | -2.4 | -0.3 | -1.0 | -3.7 | 0.5 | -1.1
Cc1oc(-c2ccccc2F)nc1CS(=O)CC(=O)NCc1ccc2c(c1)OCO2 (configuration not stated) | 4.3 | -1.2 | 1.0 | -7.5 | -0.9 | -9.0 | -1.4 | -0.2 | -3.9 | -1.3 | -0.6
Cn1cnnc1SCCCN1C(=O)c2cccc3cccc(c23)C1=O | -4.3 | -1.2 | 1.6 | -77.5 | 3.8 | -20.3 | -24.8 | -0.6 | 4.2 | -9.3 | 0.8
COc1ccc(NC(=O)c2ccco2)cc1NC(=O)c1c(OC)cccc1OC | 8.3 | 0.1 | 0.0 | -5.0 | 0.6 | -8.1 | -6.8 | -0.8 | -0.7 | -2.1 | -0.1
O=C(O)CC1(CC(=O)Nc2ccc(Oc3cccc(C(F)(F)F)c3)nc2)CCCC1 | -6.0 | -0.4 | nt | 0.7 | -1.3 | -10.2 | -2.6 | -1.0 | 1.9 | -3.6 | -0.5
CS(=O)(=O)N(CC(=O)NCc1cccnc1)C1CCCCC1 | -2.2 | -2.3 | 0.6 | -4.1 | -2.4 | 2.0 | -10.6 | -0.9 | 1.0 | 0.6 | -0.6
CCOc1ccc(-c2cccc(NS(=O)(=O)c3ccc([N+](=O)[O-])cc3)c2)nn1 | -15.9 | 0.7 | -0.8 | 0.0 | -0.4 | -7.0 | -0.7 | -1.1 | -0.4 | 0.9 | -1.3
Cc1ccc(CN2CCNC(=O)C2CC(=O)NCc2cc(C)n(C)n2)cc1 (configuration not stated) | 4.8 | -1.2 | -0.7 | -23.7 | 1.1 | -30.4 | -9.0 | -0.2 | -1.7 | -8.4 | 0.2
CC(=O)c1c(C)[nH]c(C(=O)COC(=O)c2nccnc2N)c1C | 5.8 | -0.3 | 0.2 | i | -0.1 | -214.7 | -408.3 | -1.6 | 0.3 | -191.1 | -0.1
C(=NNC1=NCCN1)c1ccnc2ccccc12 | 9.7 | 0.9 | nt | -4.8 | -0.9 | 9.9 | 2.6 | -0.7 | nt | 4.1 | 0.9
Cn1c(SCc2ccccc2)nccc1=O | 6.8 | -3.0 | -0.8 | -13.7 | 3.9 | 0.1 | -0.2 | -0.9 | -3.2 | -3.6 | 0.2
Cc1cccc(/C=N/NC(=O)CC(=O)NCCc2ccccc2)c1 | -16.5 | -1.9 | 1.4 | 1.6 | -0.5 | -6.9 | 2.3 | -1.5 | 1.1 | 3.2 | 0.0
O=C1c2cccnc2C(=O)N1c1ccccc1-c1ccccc1 | 1.2 | -1.2 | 1.5 | -1.0 | 0.0 | -2.4 | -2.0 | -1.5 | -0.6 | 11.7* | -0.5
COc1ccc(OCC(=O)N/N=C2/C=C(C)CC2)cc1 | 3.7 | 2.2 | 0.2 | -1.7 | -0.6 | -3.8 | -2.8 | -0.6 | 1.2 | -1.7 | 0.2
NCCCCCNC(=O)c1[nH]cnc1C(=O)N[C@@H](Cc1ccccc1)C(=O)OCc1ccccc1 | 4.4 | 1.1 | 2.0 | 4.3 | -0.3 | 3.7 | -0.6 | -1.1 | 1.6 | 3.3 | -0.5
CC(=O)c1ccc(S(=O)(=O)NCCC(=O)OCC(=O)N(Cc2ccccc2)C(C)(C)C)cc1 | -10.0 | -0.3 | 0.1 | 7.7 | 1.6 | -3.8 | 2.2 | -1.3 | -0.3 | 4.2 | 0.7
COc1cc(/C=N\NC(=O)c2ccc(-c3ccccc3)cc2)cc(Br)c1O | 1.1 | -1.7 | 0.3 | 3.3 | 1.2 | -61.7 | 0.8 | -1.0 | 1.6 | -33.9 | -0.9
O=c1[nH][nH]c(-c2ccccc2)c1C=Nc1ccccc1Cl | -26.2 | 0.1 | -1.0 | -4.9 | 2.3 | -1.3 | -4.5 | -1.2 | -0.2 | 0.5 | -0.9

The closing 2 entries of the part before open the next one:
SMILES | sPLA2-III inh | hcDAF-12 act | DAX1 inh-1 | ADAM10 inh | hgDAF12 agonist | PLCb3 inh | ADAM17 inh | ssDAF12 agonist | FXN GAA850 act | PLCg1 inh | DAX1 inh-2
COc1cc(/C=N\NC(=O)c2ccc(-c3ccccc3)cc2)cc(Br)c1O | 1.1 | -1.7 | 0.3 | 3.3 | 1.2 | -61.7 | 0.8 | -1.0 | 1.6 | -33.9 | -0.9
O=c1[nH][nH]c(-c2ccccc2)c1C=Nc1ccccc1Cl | -26.2 | 0.1 | -1.0 | -4.9 | 2.3 | -1.3 | -4.5 | -1.2 | -0.2 | 0.5 | -0.9
N#Cc1c(-c2cccnc2)c2c([nH]c1=S)CCCC2 | 6.5 | -1.4 | 1.5 | -1.0 | 0.1 | -3.7 | -3.8 | -0.9 | 1.9 | -0.8 | 0.6
CS(=O)(=O)c1ccc(-n2c(=O)n(Cc3ccccc3)c(=O)c3[nH]cnc32)cc1 | -3.5 | 0.9 | 0.1 | -4.3 | -1.8 | -0.7 | -2.4 | 0.7 | -0.3 | 4.6 | -0.3
Cc1cccc(NS(=O)(=O)c2cccs2)c1 | 0.2 | 1.8 | 0.4 | 2.8 | 1.1 | 4.0 | -2.1 | -0.8 | 1.0 | 0.4 | 0.7
COC(=O)c1cc(OC)c(OC)cc1NC(=O)CC1CCCCC1 | 6.5 | -1.6 | -0.6 | -15.3 | -1.4 | -8.4 | -7.0 | -2.0 | 0.0 | -4.2 | -0.3
Cc1ccc(NC(=O)CSc2nc(=O)n(CCN3CCOCC3)c3c2CCCC3)cc1 | -6.5 | -2.2 | -0.8 | 0.1 | 0.7 | 0.4 | -0.3 | -0.9 | -0.4 | 1.2 | -1.2
O=C(Nc1ccc2ccccc2c1)NC1CCCCN(Cc2cccc(Cl)c2)C1=O (configuration not stated) | 4.0 | -2.2 | nt | 9.1 | 0.9 | -0.2 | 0.9 | -1.3 | nt | 0.2 | -0.6
Cc1cccc(NC(=S)Nc2cccc3ccccc23)c1 | -0.2 | 7.2* | 0.6 | -117.3 | 5.0 | -76.9 | -35.4 | 1.4* | 1.6 | -44.3 | -0.5
CCc1nnc(NC(=O)c2cc(S(=O)(=O)N(CC)CC)ccc2Cl)s1 | -0.7 | -0.5 | 0.6 | 2.3 | -2.5 | 2.3 | 1.0 | -0.4 | 1.8 | 1.7 | 1.6
COc1ccc(NC(=O)Cc2csc(NC(=O)Nc3ccccc3OC)n2)cc1 | -27.2 | -1.3 | -0.1 | 9.3 | -1.6 | -0.2 | 4.2 | -1.1 | -2.3 | 0.0 | 0.6
CC[C@]1(C(=O)OC)[C@H]2C(=O)N(Cc3ccccc3)C(=O)[C@H]2[C@H]2CN=C(SCC3CC3)N21 | 11.5 | 0.7 | -0.5 | -20.3 | -0.8 | 0.1 | -3.7 | -1.0 | 16.6* | 0.4 | -0.7
CC(=O)c1ccc(OCCCC(=O)NCCc2ccccc2)cc1 | 6.7 | 1.9 | 0.2 | -14.3 | -0.2 | -12.3 | -1.5 | -0.6 | 1.3 | 0.2 | -1.3
CSc1nccc(-c2nn(-c3ccc(C)cc3)ccc2=O)n1 | 1.9 | -1.1 | -2.3 | -52.5 | 3.2 | -114.2 | -20.2 | -1.5 | -3.5 | -97.7 | -1.3
CCOC(=O)[C@]12CCC=C1N(Cc1ccc3c(c1)OCO3)C(=O)[C@H](CC(=O)N1CCSCC1)C2 | 0.1 | -1.4 | nt | -11.7 | -1.1 | -0.4 | -2.1 | -1.3 | nt | -1.2 | -0.9
Nc1c(Cl)cc(Cl)cc1C(=O)OCC(=O)N1CCOCC1 | -5.5 | -1.5 | 2.8 | i | -0.2 | -422.4 | i | 0.2 | 1.2 | -364.2 | -0.6
CCOc1c2ccc(C(=O)N[C@H](C)C3CCCCC3)cc2nn1CC | 3.1 | 1.1 | 1.1 | i | -0.6 | i | -212.7 | -1.4 | -0.3 | -298.8 | -0.1
Cc1ccc(Cn2cc(CCC(=O)O)c3ccccc32)cc1 | -91.8 | -0.2 | 1.8 | 4.9 | 3.4 | -9.4 | 2.6 | -0.2 | 2.3 | -2.5 | -0.2
CC(=O)N1CCN(C(=O)c2cc(-c3ccc(C)o3)nc3ccccc23)CC1 | 11.3 | -0.1 | -0.9 | i | 0.6 | i | -467.1 | -0.6 | 2.7 | i | 2.1
NC(=O)CC1C(=O)N(c2ccc(Cl)cc2)C(=S)N1NC(=O)c1cccc(F)c1 (configuration not stated) | -32.3 | -1.6 | 1.2 | -0.5 | 5.4 | -4.2 | -2.4 | -0.9 | 2.1 | -1.3 | -1.1
COC(=O)c1ccc(N2C(=O)CC(Sc3n[nH]c(C)n3)C2=O)cc1 (configuration not stated) | -1.2 | -1.8 | 0.6 | 3.6 | 0.7 | 1.1 | 4.5 | -0.9 | 1.9 | 6.0 | 1.6
Cc1ccc(NS(=O)(=O)c2ccccc2[N+](=O)[O-])cc1S(=O)(=O)N1CCCCC1 | -18.3 | 3.4 | 0.5 | -4.3 | -1.2 | 2.0 | -1.9 | -0.1 | -2.5 | 1.5 | -0.5
CCc1ccc(C)c(OC(=O)c2cncc(Br)c2)c1 | 4.9 | 2.3 | 1.4 | 15.8 | -0.1 | -1.8 | -0.6 | -1.2 | -0.7 | 3.1 | 0.3

Screening results (PubChem)
